From PubChem BioAssay
POLI inh: DNA polymerase iota (human) inhibition; 1% of 390,000 active; Potency, µM (doses to about 115 µM), for inactives: at the top dose activity, negative = inhibition, most hits filed as inhibitors; Pol iota fluorescent replication assay, 10 min; Q9UNA4; AID 588590
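Fluorescent replication assay read twice, at 0 min and 10 min after adding 50 nM (final) substrate. Enzyme (10 nM) and compounds were first incubated 15 min at room temperature; enzyme-free buffer wells were negative controls.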
POLH inh: inhibitors of human DNA polymerase eta; Q9Y253; recombinant Pol eta, fluorescent DNA replication assay; Potency, µM (titrated, usually from 114 µM), without a hit: top-dose activity change, negative = inhibition, usual class: inhibitors; 1.2% of 390,000 active; AID 588591; further: on the % scale 0 is the no-effect control and ±100 the full control effect
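Pol eta at 10 nM preincubated with compounds 15 min at room temperature; reaction started with fluorescent substrate (50 nM final) and read kinetically at 0 and 10 min.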
Pol beta inh: DNA polymerase beta (human) inhibition | P06746 | Pol beta primer extension/strand displacement, fluorescence kinetic | Potency, µM (doses to about 114 µM), without a hit: at the highest dose activity change, negative = inhibition, most hits filed as inhibitors | 1.3% of 340,000 active; further: on the % scale 0 is the no-effect control and ±100 the full control effect
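Homogeneous kinetic assay of primer extension and strand displacement by 10 nM Pol beta, preincubated 15 min at room temperature with compound before 50 nM substrate (final) was added. Read at 0 and 10 min; four-parameter Hill fit.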
G9a inh: G9a (human) methyltransferase inhibition; Q96KQ7; G9a H3K9 monomethylation, AlphaScreen, 2 h; Potency, µM (titrated, usually from 102 µM), for inactives: at the top dose activity, negative = inhibition, actives largely listed as inhibitors; 8.8% of 350,000 active; AID 504332; further: on the % scale 0 is the no-effect control and ±100 the full control effect; nearly all actives have a fitted effect of over 75% in size
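Signal arises when biotinylated H3K9 peptide, once monomethylated, bridges streptavidin donor and antibody-captured acceptor beads. Enzyme at 20 nM was preincubated 15 min with test compounds; peptide 500 nM and SAM 20 uM then reacted for 2 h.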
JMJD2A Tudor: blocks the human JMJD2A Tudor domain | AlphaScreen JMJD2A-Tudor / H3K4me3 peptide binding | O75164 | Potency, µM (titrated, usually from 114 µM), for the others: at the top dose activity change, negative = inhibition, usual class: inhibitors | AID 504339 | 4.4% of 390,000 active; further: on the % scale 0 is the no-effect control and ±100 the full control effect; nearly all actives have a fitted effect of over 50% in size
APEX1 inh: blocks human APE1 abasic DNA cleavage; P27695; 0.35% of 350,000 active; recombinant APE1, TAMRA/BHQ-2 abasic DNA cleavage fluorescence; Potency, µM (series often up to 65.8 µM), for inactives: at the top dose activity change, negative = inhibition, usual class: inhibitors;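 further: plate controls were vehicle for no effect and reference inhibitor for full effect; nearly all actives have a fitted effect of over 55% in size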
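Substrate: short duplex with […] THF abasic site, 5'-TAMRA and 3'-BHQ-2, 50 nM final. APE1 at 0.75 nM, preincubated 15 min RT with compound. Fluorescence increase from first to third read measured activity.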
BAZ2B block: BAZ2B (human) inhibition; Q9UIF8; 4.4% of 360,000 active; AlphaScreen BAZ2B-H3K14Ac peptide displacement; Potency, µM (top dose mostly 114 µM), for the others: top-dose activity change, negative = inhibition, hits mostly inhibitors; AID 504333; further: on the % scale 0 is the no-effect control and ±100 the full control effect; nearly all actives have a fitted effect of over 60% in size
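Complex of BAZ2B and biotin-H3K14Ac (50 nM apiece) forms over 30 min at RT, then faces library compounds up to 110 uM for another 30 min; AlphaScreen beads added, 20 min dark incubation, luminescence read.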
POLK inh: blocks human DNA polymerase kappa activity. Q9UBT6. 0.53% of 400,000 active. purified Pol kappa, fluorescent DNA synthesis assay, 10 min. Potency, µM (doses to about 107 µM), without a hit: at the highest dose activity, negative = inhibition, most hits filed as inhibitors; further: on the % scale 0 is the no-effect control and ±100 the full control effect
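Inhibition of 10 nM Pol kappa is measured by a fluorescent read-out at 0 and 10 min following addition of 50 nM substrate (final), with a 15-min room-temperature compound preincubation.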
BLM helicase inh: Bloom syndrome helicase (human) inhibition | recombinant BLM DNA unwinding, fluorescence dequenching | Potency, µM (doses to about 56.1 µM), inactives show top-dose activity change, negative = inhibition, hits mostly inhibitors | 0.2% of 350,000 active;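 further: plate controls were vehicle for no effect and no enzyme for full effect; nearly all actives have a fitted effect of over 35% in size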
* = called active by the depositor; ? = inconclusive; · = no result given; & = joins results of further samples; [ ] = another dose, or the depositor's remark. The call rests on the fitted dose curve; in most records, active means well fitted curve in the direction sought with a large enough effect; inconclusive means small, poorly fitted or top-dose-only effect, or another doubt; inactive means no such curve, though single readings can be large; an effect the other way counts as inactive or inconclusive. Potency means the concentration at half of the fitted maximal effect. The list is partial; rates above refer to the full screens.

SMILES	POLI inh	POLH inh	Pol beta inh	G9a inh	JMJD2A Tudor	APEX1 inh	BAZ2B block	POLK inh	BLM helicase inh
Cc1cc(C)n(Cc2cccc(C(=O)N/N=C/c3ccncc3)c2)n1	22%	5%	-30%	25%	-8%	13%	-2%	-3%	1%
Cc1cc2c(ncn2Cc2ccccc2)c([N+](=O)[O-])c1C	0%	-18%	?	58%[activator][59 µM]	-4%	-7%	?	-9%	0%
CC(C)COP(=O)(OCC(C)C)C(O)c1ccc(N(C)C)cc1 (configuration not stated)	71%[activator]	-17%	-1%	3%[12.7 µM]	-13%	4%	-18%	-1%	-1%
Nc1ccc2c(c1)CCC2=O	54%[activator]	-12%	·	·	1%	·	·	-7%	·
Cc1cccc(NC(=O)c2cc(-c3ccc(C)c(C)c3O)n[nH]2)c1	79µM*	-26%	-9%	10%	-7%	48%	4%	11%	-11%
CCOC(=O)C1CCN(C(=O)CCNC(=O)Cn2cnc3ccccc3c2=O)CC1	142%[activator]	-26%	38%	17%	-18%	2%	3%	-9%	-5%
Cc1cnc(NC(=O)C2CCCO2)s1 (configuration not stated)	16%	-11%	-9%	2%[12.7 µM]	-11%	-1%	2%	13%	-1%
CCOc1ccccc1N(C(=O)c1snc(C(N)=O)c1N)C(C(=O)NCc1ccccc1)c1ccc(O)cc1 (configuration not stated)	49%[activator]	-22%	6%	18%	?	22%	-2%	-12%	-7%
Cc1cccc(C(=O)O)c1NC(=O)c1ccc(F)cc1	-10%	-16%	30%	-12%[59 µM]	5%	16%	10%	6%	-12%
CC1CN(Cc2ccccc2)c2nc3c(c(=O)n(C)c(=O)n3C)n2C1 (configuration not stated)	-1%	-10%	6%	-14%[59 µM]	-12%	-3%	-6%	0%	-4%
Cc1ccc2c(c1)-c1nc(-c3ccc4c(c3)NC(=O)CO4)cc(-c3ccc(Cl)cc3)c1CO2	-24%	-19%	?	2%[59 µM]	0%	·	-16%	-4%	-4%
Cc1ccc(OCC(=O)Nc2cccc3nsnc23)c(C)c1	19%	-7%	28%	23%[59 µM]	0%	10%	-3%	-4%	-3%
Cc1ccc(NC(=S)NNC(C)(C)C)cc1	58%[activator]	-21%	6%	45µM*	-20%	0%	-27%	0%	-1%
CCCC(=O)Nc1nc2nc(C)cc(=O)n2[nH]1	7%	0%	-1%	-33%[12.7 µM]	-1%	-4%	?	-12%	-6%
CC(C(=O)OCC(=O)c1ccc([N+](=O)[O-])cc1)N1C(=O)C2C3C=CC(C3)C2C1=O (configuration not stated)	19%	8%	63%	?	-9%	-2%	2%	-3%	3%
NCC(=O)NCC(=O)NC1(C(=O)O)CCCC1	-3%	-17%	·	·	-6%	·	·	-5%	·
Cc1cc(C(=O)Nc2ccncc2)c(C)o1	21%	-7%	·	·	-12%	·	·	-12%	·
CC(C)c1ccc(/C=N/NC(=O)c2c(Cl)cnn2C)cc1	19%	-16%	-16%	17%[59 µM]	-3%	-4%	-2%	-8%	-3%
Cc1nc2ccccc2c2nc3ccccc3n12	?	-7%	?	-15%	-3%	22%	?	-10%	-6%
Cc1ccc(OCCCCN2CCCCC2)c(Br)c1	16%	-10%	41%	11µM*	0.79µM*	2%	50µM*	-17%	-4%
N#Cc1ccccc1CSc1nnc(-c2ccc(Br)cc2)o1	10%	-21%	0%	-3%[59 µM]	-9%	·	-12%	5%	-1%
COC(=O)C1CCN(C(=O)c2sc3nc(-c4ccccc4)cn3c2C)CC1	26%	-2%	1%	4%	-6%	1%	1%	1%	0%
CCSc1nnc2ccc(-c3cccs3)nn12	37%[activator]	4%	58%	12%	0%	10%	4%	-4%	-2%
O=C(Nc1ccc(F)cc1)N1CCN(C/C=C/c2ccccc2)CC1	9%	-13%	-4%	21%[59 µM]	2%[57.1 µM]	0%	2%	-11%	0%
Cc1cc(Cl)c(OCCCCNC(C)(C)C)c(Br)c1	·	·	31%	8.9µM*	·	0%	?	·	4%
CCc1ccccc1NC1=NCC(=O)N1C1CCCC1	13%	7%	9%	·	-20%	12%	?	5%	1%
Cc1cc(C(=O)OCC(=O)N2CCCC2)c2ccccc2n1	12%	-13%	17%	-18%	-4%	-3%	6%	-1%	-1%
Cc1cccc(OCC(O)CN2CCN(c3ccccn3)CC2)c1C (configuration not stated)	?	-10%	-28%	45µM*	79µM*	42%	-21%[57.1 µM]	-15%	2%
COc1ccccc1NS(=O)(=O)c1ccc(C)c(NC(=O)c2c(C)noc2C)c1	-29%	-7%	·	-3%[12.7 µM]	-10%	10%	8%	-1%	·
COc1ccc(NC(=O)c2oc3ccccc3c2NC(=O)COc2ccc(C(C)C)cc2)c(OC)c1	14%	-1%	37%	4%[59 µM]	-13%	·	-4%	0%	-2%
CC(C)(C)OC(=O)CNC(=O)c1[nH]cnc1C(=O)NCC(=O)OCc1ccccc1	1%	-7%	1%	?	-16%	42%	-32%	-8%	-1%
Cc1cc(C)c(S(=O)(=O)N2CCN(S(=O)(=O)N3CCOCC3)CC2)c(C)c1	127%[activator]	-16%	-10%	24%[59 µM]	-18%	5%[12.4 µM]	2%	0%	2%
COc1cc(OC)cc(-c2nc3cc(C)ccc3o2)c1	9%	-11%	3%	-3%[12.7 µM]	76%[activator]	10%	62%[activator]	-6%	-11%
O=C(Cc1csc(N2CCOCC2)n1)N/N=C/c1ccccc1C(=O)O	33%[activator]	2%	0%	6%	1%	1%	0%	4%	1%
O=C(NCc1cccnc1)c1ccc(Br)o1	14%	-10%	·	-6%	-3%	26%	?	-10%	·
CCN(c1ccccc1)S(=O)(=O)c1ccc(Cl)c(C(=O)N2CCCC2)c1	13%	-2%	·	8%[12.7 µM]	-2%	-6%	4%	1%	·
COc1ccc(C2N=C(Nc3ccc(C)cc3)Nc3nc(C)cc(=O)n32)cc1 (configuration not stated)	4%	2%	4%	-6%	-6%	2%	-2%	-10%	-5%
COc1ccc(Cn2c(C(=O)O)c(CNCc3ccccc3F)c3ccc(OC)cc32)cc1	3%	·	-1%	-2%[59 µM]	-11%	·	?	-4%	3%
O=C(COc1ccccc1)N(Cc1nnc(-c2ccccc2Cl)o1)C1CC1	1%	-10%	·	-45%	-4%	33%	-6%	1%	·
O=C(CCCN1C(=O)c2ccccc2C1=O)N1CCC(c2ccccc2)C1 (configuration not stated)	27%	-7%	-2%	19%	-2%	2%	9%	-1%	-4%
O=[N+]([O-])c1ccc(/C=N/Nc2nc(-c3ccccc3)c3cc(Br)ccc3n2)o1	-1%	?	10%	?	-36%	6%	?	-7%	-5%
CCOc1ccc(S(=O)(=O)N2CCC(C(=O)NCc3cccnc3)CC2)cc1C	10%	-20%	-11%	9%	1%	32%	8%	-2%	0%
O=C(Nc1cc(F)ccc1F)C1COc2ccccc2C1 (configuration not stated)	5%	-5%	-19%	0%[59 µM]	-17%	·	-1%	-16%[60.1 µM]	2%
CCOc1ccc(CCNC(=O)CSc2cc(=O)n(C)c3cc(Cl)ccc23)cc1OCC	-16%&123%	-2%&-13%	7%&-16%	-1%[59 µM]	-20%&5%	-2%	5%	-24%&-4%	2%&2%
C(=N\Nc1nc(Nc2ccccc2)nc(N2CCCCC2)n1)/c1ccco1	·	·	1%	1%	·	-6%	?	·	-12%
Cn1c(COc2ccccc2)nnc1SCC(=O)Nc1ccc(N2CCOCC2)cc1	27%	-4%	15%	20%	-3%	4%	-14%	-2%	-1%
CCn1cc(/C=C(\NC(=O)c2ccccc2OC)C(=O)NCCCn2ccnc2)c2ccccc21	31%[activator]	-9%	2%	6%	-28%	22%	?	-6%	5%
O=c1c2ccccc2nc2ccccn12	58%[activator]	-15%	-18%	-37%	-13%	-9%	-13%	-22%	1%
CCOC(=O)c1ccccc1NC1c2ccccc2C(=O)N1c1cc(C)ccn1 (configuration not stated)	1%	-21%	-2%	-12%	10%	-1%	5%	1%	-10%
Cc1cc(O)c(C2(O)C(=O)Nc3ccccc32)cc1C (configuration not stated)	?	3%	1%	14%[0.501 µM]	1%	-32%	-10%	7%	-4%
Cc1cccc(CSCCNC(=O)CCSc2ccccc2)c1	25%	-4%	-6%	40%	38%[activator]	-9%	52%[activator]	-16%	-15%
Cc1ccsc1C(=O)OCC(=O)NCCc1ccccc1	32%[activator]	-22%	·	·	9%	31%	·	-5%	·
COc1cccc(OCC(=O)NNC(=S)Nc2ccc(Cl)cc2Cl)c1	43%[activator]	-20%	?	?	?	-2%	-3%	-10%	-2%
Cc1ccc(OCc2nnc(SC(C)C(=O)O)n2Cc2ccccc2)cc1 (configuration not stated)	106%[activator]	-16%	51%	·	-14%[57.1 µM]	7%	8%	-5%	4%
O=C1CSC(=S)N1Cc1cccs1	?	-12%	·	·	-33%	·	·	-14%	·
CC(=O)Nc1ccc(NC(=O)c2ccccc2S(=O)(=O)c2ccccc2[N+](=O)[O-])cc1	5%	-6%	36%	8%[59 µM]	-16%	5%	-1%	-6%	2%
COc1ccc(CNC(=O)CSc2nnc(NC(=O)C3CC3)s2)cc1	17%	3%	-2%	-3%[59 µM]	-7%	16%[12.4 µM]	5%	-2%	-2%
COC(=O)c1scc(-c2ccc(C)cc2)c1S(=O)(=O)Nc1ccc(NC(C)=O)cc1	1%	-27%	-3%	14%[59 µM]	-11%	·	-14%	-4%	-3%
O=C(NCc1ccccc1Cl)C1CCN(S(=O)(=O)c2ccc3c(c2)CCCN3C(=O)C2CCC2)CC1	29%	-15%	12%	6%[59 µM]	-4%	·	2%	-3%[60.1 µM]	-3%

Sorted by length of the SMILES (high to low): four of the compounds above
SMILES	POLI inh	POLH inh	Pol beta inh	G9a inh	JMJD2A Tudor	APEX1 inh	BAZ2B block	POLK inh	BLM helicase inh
COc1cccc(OCC(=O)NNC(=S)Nc2ccc(Cl)cc2Cl)c1	43%[activator]	-20%	?	?	?	-2%	-3%	-10%	-2%
Cc1ccsc1C(=O)OCC(=O)NCCc1ccccc1	32%[activator]	-22%	·	·	9%	31%	·	-5%	·
O=c1c2ccccc2nc2ccccn12	58%[activator]	-15%	-18%	-37%	-13%	-9%	-13%	-22%	1%
O=C1CSC(=S)N1Cc1cccs1	?	-12%	·	·	-33%	·	·	-14%	·
